# PI4K2A inh – inhibitors of human PI4K2A | activity change, negative = inhibition, % at 76.9 µM | Q9BTU6 | purified PI4K2A, ADP-Glo luminescence, 1 h; active compounds read low | 0.13% of 420,000 active; in the data active = activity change below about -50%; inconclusive = mostly about -30% to -49%;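 also: -100% = wells without enzyme as full effect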
# Target sequence (Q9BTU6 whole entry, looked up): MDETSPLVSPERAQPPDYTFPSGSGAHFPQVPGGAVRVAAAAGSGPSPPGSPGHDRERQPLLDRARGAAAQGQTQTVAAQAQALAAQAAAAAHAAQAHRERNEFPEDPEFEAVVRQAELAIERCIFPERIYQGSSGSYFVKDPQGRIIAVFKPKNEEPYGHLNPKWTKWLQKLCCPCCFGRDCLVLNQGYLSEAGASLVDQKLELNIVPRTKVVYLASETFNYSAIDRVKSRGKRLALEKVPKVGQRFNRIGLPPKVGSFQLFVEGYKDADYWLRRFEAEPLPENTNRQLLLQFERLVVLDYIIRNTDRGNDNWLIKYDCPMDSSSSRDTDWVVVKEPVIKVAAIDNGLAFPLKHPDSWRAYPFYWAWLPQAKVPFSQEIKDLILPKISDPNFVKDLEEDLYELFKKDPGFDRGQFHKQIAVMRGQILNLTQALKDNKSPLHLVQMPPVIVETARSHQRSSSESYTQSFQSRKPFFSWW
#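 ADP-Glo luminescence measured ADP generated by PI4K2A enzyme (4 ug/mL before mixing) with 1.2 mM PI substrate (pre-mix) and 300 microM ATP (pre-mix). Tris pH7.5 buffer with MgCl2, Triton X-100; 1 h reaction at ambient temperature.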
# GLS inhibitor – inhibitors of human glutaminase (GLS) | Potency, µM (doses to about 45.5 µM), for the others: at the top dose activity change, negative = inhibition, most hits filed as inhibitors | GLS enzymatic activity, qHTS titration | O94925 | 0.21% of 410,000 active; also: potency is read from the fitted curve at half-maximal effect; % is scaled to controls: 0 for no effect and ±100 for the full control effect
#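 hKGA; 45 mM KH2PO4 pH 8.2 + 0.02% Tween-20; cpd via pin tool; 1 mM Gln soln; GluOx/HRP/Amplex Red; RT 30 min; fluor. t0 & final.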
# Pin1 inhibitor – human Pin1 inhibition; Q13526; Pin1 FP peptide displacement, HiFluor488, 10 min; Potency, µM (doses to about 115 µM), without a hit: top-dose activity, negative = inhibition, most hits filed as inhibitors; 0.009% of 390,000 active; active = well fitted inhibition curve with a large enough effect in the polarisation, with a control signal flat, not every such curve was filed as active; inconclusive = small, poorly fitted or top-dose-only effect, or effect the other way, or a change in a side signal; inactive = no such curve, though single readings can be large or run the other way; the % refers to the polarisation; also: potency is read from the fitted curve at half-maximal effect; % is scaled to controls: 0 for no effect and ±100 for the full control effect
# USP1-UAF1 inh – USP1/UAF1 (human) deubiquitinase inhibition. O94782. recombinant USP1/UAF1, Ub-Rhodamine cleavage fluorescence. Potency, µM (highest dose often 57.1 µM), for the others: top-dose activity change, negative = inhibition, hits mostly inhibitors. 0.23% of 390,000 active. AID 743255; also: potency is read from the fitted curve at half-maximal effect; % is scaled to controls: 0 for no effect and ±100 for the full control effect; nearly all actives have a fitted effect of over 60% in size; inactives centre near -12
#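 In this screen, compounds sit with the deubiquitinase complex (1nM) for 15 min at room temperature before Ub-Rho is added at 150nM final. Fluorescence rise is then followed for 6 reads every 60 seconds.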
# rTrxR1 inhibitor – inhibitors of rat thioredoxin reductase 1; O89049; recombinant rTrxR1, NADPH fluorescence consumption, selenite substrate; Potency, µM (doses to about 114 µM), without a hit: top-dose activity change, negative = inhibition, actives largely listed as inhibitors; 1% of 390,000 active; also: potency is read from the fitted curve at half-maximal effect; % is scaled to controls: 0 for no effect and ±100 for the full control effect; nearly all actives have a fitted effect of over 65% in size
# Target sequence (O89049 whole entry, looked up): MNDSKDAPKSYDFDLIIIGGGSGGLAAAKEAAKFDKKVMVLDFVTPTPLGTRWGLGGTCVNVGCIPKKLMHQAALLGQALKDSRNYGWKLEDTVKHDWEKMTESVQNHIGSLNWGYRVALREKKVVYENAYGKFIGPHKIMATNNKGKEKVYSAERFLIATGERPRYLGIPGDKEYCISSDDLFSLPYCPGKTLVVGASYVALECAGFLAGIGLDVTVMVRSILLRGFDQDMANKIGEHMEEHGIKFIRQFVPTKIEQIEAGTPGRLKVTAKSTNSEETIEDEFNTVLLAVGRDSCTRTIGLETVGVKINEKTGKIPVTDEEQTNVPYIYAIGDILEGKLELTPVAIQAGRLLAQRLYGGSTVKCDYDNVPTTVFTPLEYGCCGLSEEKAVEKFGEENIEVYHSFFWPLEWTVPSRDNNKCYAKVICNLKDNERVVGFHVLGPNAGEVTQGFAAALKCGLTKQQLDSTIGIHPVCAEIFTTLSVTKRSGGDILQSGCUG
#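 Rat TrxR1 (90 nM in the dispensed reagent) was pre-reduced with 400 uM NADPH for 5 min at room temperature, then incubated with compound for 15 min. After 400 uM selenite was added, NADPH fluorescence (Ex 340/Em 450 nm) was followed for 8 min.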
# Tb PGK inh – inhibitors of T. brucei phosphoglycerate kinase; P07378; AID 602233; PGK/GAPDH coupled, Kinase-Glo luminescence, 60 min; 0.043% of 380,000 active; Potency, µM (series often up to 57.5 µM), for the others: at the highest dose activity change, negative = inhibition, hits mostly inhibitors; also: potency is read from the fitted curve at half-maximal effect; % is scaled to controls: 0 for no effect and ±100 for the full control effect; nearly all actives have a fitted effect of over 60% in size
#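 Recombinant glycosomal PGK reaction used 1,3-bisphosphoglycerate generated in-well by GAPDH (100nM final) in 100mM TEA pH 7.6, 5mM MgCl2, 0.01% Tween-20. After 60 minutes at room temperature, ATP was read by Kinase-Glo Plus luminescence end-point.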
# mIDH1 inhibitor – human IDH1 R132H inhibition | O75874 | IDH1-R132H enzyme, NADPH consumption, diaphorase/resazurin fluorescence | Potency, µM (highest dose often 76.6 µM), inactives show at the highest dose activity change, negative = inhibition, actives largely listed as inhibitors | 0.093% of 390,000 active; also: potency is read from the fitted curve at half-maximal effect; % is scaled to controls: 0 for no effect and ±100 for the full control effect; nearly all actives have a fitted effect of over 65% in size
#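 IDH1-R132H (0.5 ug/mL) preincubated 30 min with compound, then NADPH (0.016 mM) and alpha-KG (2 mM) added; 80 min at RT, pH 7.5. Remaining NADPH coupled via diaphorase/resazurin to fluorescence (540/590 nm); concentration-response curves normalized to no-enzyme control.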
# HP1b binding inh – HP1-beta chromodomain-methylated histone interaction inhibition; AlphaScreen HP1-beta / biotin-H3K9me3 peptide binding; AID 540317; 0.56% of 390,000 active; P83916; Potency, µM (series often up to 114 µM), without a hit: at the highest dose activity change, negative = inhibition, most hits filed as inhibitors; also: potency is read from the fitted curve at half-maximal effect; nearly all actives have a fitted effect of over 70% in size; inactives centre near 23
#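 HP1-beta protein (50 nM final) preincubated 30 min at room temperature with biotinylated H3(1-18)K9me3 peptide (50 nM) in PBS pH 7.4, 0.01% Tween-20, then compound added for 30 min. AlphaScreen streptavidin donor/nickel chelate acceptor beads (10 ug/mL final), 30 min dark, luminescence read.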
# TrxR1 substrate – substrates of rat thioredoxin reductase 1; AID 588456; purified TrxR1 substrate turnover, NADPH consumption readout; Potency, µM (titrated, usually from 114 µM), without a hit: top-dose activity change, negative = substrate turnover; O89049; 0.01% of 390,000 active; also: potency is read from the fitted curve at half-maximal effect; % is scaled to controls: 0 for no effect and ±100 for the full control effect; nearly all actives have a fitted effect of over 50% in size
#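 Rat TrxR1, dispensed at 90 nM, was prereduced with 400 uM NADPH (final) for 5 min at ~22 deg C, then incubated with compound 15 min before 400 uM selenite. A first-read NADPH fluorescence drop versus no-compound background flagged substrates.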
# An asterisk follows results filed as active; i = inactive; ? = inconclusive; . = not tested or not shown; [ ] = another dose, or the depositor's remark. Unless noted, calls follow the shape of the dose curve; as a rule, active = well fitted curve in the direction sought with a large enough effect; inconclusive = small, poorly fitted or top-dose-only effect, or another doubt; inactive = no such curve, though single readings can be large; an effect the other way counts as inactive or inconclusive. A portion of the library (hit frequency here may not be typical).
SMILES,PI4K2A inh,GLS inhibitor,Pin1 inhibitor,USP1-UAF1 inh,rTrxR1 inhibitor,Tb PGK inh,mIDH1 inhibitor,HP1b binding inh,TrxR1 substrate
CN1CCN(c2nc(NCc3ccco3)nc(N)c2[N+](=O)[O-])CC1,2.9,8.1%,-3.3%,?,11.0%[57.1 µM],-1.7%,1.6%,-12.9%,4.6%[57.1 µM]
Cc1cccc(/C=C/c2nc3ccccc3c(=O)[nH]2)c1,-1.1,0.3%,-6.5%,-10.6%,-2.2%,-8.1%,0.4%,15.3%,51.8%[activator]
Cc1cccc(NC(=O)c2ccc(C3SCC(=O)N3CCc3ccccc3)cc2)c1 (centres undefined),1.2,1.2%,4.6%,-6.1%,14.4%,-7.2%,0.8%,13.1%,-7.7%
Cc1cc(N2CCOCC2)nc(NCc2ccccc2)n1,-0.4,20.6%,0.9%,11.1%,4.4%,-5.9%,2.9%,8.6%,2.9%
CSc1ccc(C2c3c(oc4cc(C)cc(C)c4c3=O)C(=O)N2CCO)cc1 (centres undefined),-1.4,-2.9%,?,8.4%,-1.9%,.,.,15.4%,1.2%
O=C(O)CCSc1ccc([N+](=O)[O-])cc1[N+](=O)[O-],11.8,-7.6%,-1.3%,-16.4%,70.8µM*,-8.1%,8.1%,12.6%,-2.7%
O=C(CCn1c(=O)[nH]c2ccccc2c1=O)NCCSCc1ccccc1,2.8,-12.1%,-2.0%,-14.8%,7.4%[57.1 µM],1.9%,2.7%,27.4%,8.1%[57.1 µM]
Cc1cccc(-c2nnc(SCC(=O)c3ccc(O)cc3O)n2C)c1,-1.0,18.1%,17.9%,-14.8%,8.3%,-0.1%,9.8%,29.1%,0.0%
O=S(=O)(c1ccc(N2CCN(Cc3ccccc3)CC2)nc1)N1CCCC1,8.9,-7.2%,-2.9%,-15.9%,13.6%,-3.6%,16.3%,24.8%,-1.8%
CCOC(=O)C1=C(CN2CCN(c3ccc(OC)cc3)CC2)NC(=O)NC1c1ccc(OC)cc1 (centres undefined),-2.3,0.6%,-5.0%,-14.4%,0.4%,10.5%,-2.4%,-37.8%,-14.5%
O=C(N/C(=C/c1ccco1)C(=O)N1CCCCCC1)c1ccccc1,-3.3,-7.1%,0.1%,-6.2%,-12.6%,2.9%,-4.4%,-15.2%,-1.5%
Cc1ccc2nc(COc3cccc(NC(=O)COc4ccccc4F)c3)cc(=O)n2c1,-8.5,-2.6%,48.0%[activator],-10.0%,12.3%[57.1 µM],-1.2%,28.2%,22.8%[57 µM],2.2%[57.1 µM]
COc1cccc(OCc2cc(C(=O)N3CCNC(=O)C3Cc3ccccc3)no2)c1 (centres undefined),0.8,-1.3%,-4.4%,-18.2%,20.6%,i,5.3%,24.8%,0.0%
Cc1ccc2cc(NC(=O)c3ccccc3C)ccc2n1,5.0,-3.6%,2.8%,-14.8%,15.1%,-0.4%,-1.2%,33.5%,-2.8%
O=C(N/N=C/c1ccncc1)c1ccccc1OCc1ccc(Br)cc1,-3.7,-7.5%,-1.6%,-9.4%,6.3%[57.1 µM],-1.2%,-9.9%,21.5%,2.0%[57.1 µM]
COCc1ccc(C(=O)N2CCCC(Nc3ccc(F)c(F)c3)C2)s1 (centres undefined),-1.1,20.1%,-0.5%,-6.3%,7.3%,-6.9%,7.6%,-0.8%,1.2%
O=C(c1ccc2ccccc2c1)N1CCN(c2ccccc2)CC1,1.5,12.4%,0.3%,-17.3%,-3.3%,-0.8%,4.2%,14.6%,0.3%
COc1ccccc1NC(=O)NC1(C(=O)NCC2CCCO2)CCCCC1 (centres undefined),-3.1,-11.2%,1.4%,?,-11.4%,-8.5%,0.0%,23.1%,?
CCOC(=O)c1ccc(NC(=O)[C@@H](NC(N)=O)C(C)C)cc1,0.3,-1.3%,-1.3%,-13.3%,23.8%,i,0.2%,10.3%,6.2%
COC(=O)c1cc(OC)c(OC)cc1NC(=O)c1cc(-c2ccccc2)nc2ccccc12,-0.5,-1.7%,-5.2%,-8.3%,21.7%,19.1%,1.3%,25.1%,12.4%
C[C@H]1COC(=O)[C@H](CC(=O)OC(C)(C)C)C/C=C\C[C@@H](CC(=O)NCCO)C(=O)N1,3.3,1.2%,-11.6%,-3.5%,16.8%[57.1 µM],-2.0%,-3.4%,32.2%,8.0%[57.1 µM]
Cc1c(N=Nc2ccc(N(C)C)cc2)c(=O)n(-c2ccccc2)n1C,-0.5,-14.2%,?,-9.7%,-12.2%,-0.1%,7.7%,-2.9%,-14.7%
Cc1ccc(NC(=O)c2cccc(NC(=O)CC3SC(N4CCCCC4)=NC3=O)c2)nc1 (centres undefined),-3.5,-1.8%,-2.3%,-12.7%,20.3%,-1.2%,2.6%,21.0%,7.7%
Cc1c(CNC2CCCCC2)c(C(=O)O)c(C)n1Cc1ccc(F)cc1,2.2,-3.5%,0.8%,4.0%,2.5%,-5.2%,-7.4%,5.2%,-1.4%
O=C(CSc1nccc(=O)[nH]1)NCc1ccc(Cl)cc1,0.5,2.8%,0.8%,-2.5%,25.6%,3.1%,1.2%,50.0%[activator],2.8%

# The final two records of the section above are carried over, then new ones follow.
SMILES,PI4K2A inh,GLS inhibitor,Pin1 inhibitor,USP1-UAF1 inh,rTrxR1 inhibitor,Tb PGK inh,mIDH1 inhibitor,HP1b binding inh,TrxR1 substrate
Cc1c(CNC2CCCCC2)c(C(=O)O)c(C)n1Cc1ccc(F)cc1,2.2,-3.5%,0.8%,4.0%,2.5%,-5.2%,-7.4%,5.2%,-1.4%
O=C(CSc1nccc(=O)[nH]1)NCc1ccc(Cl)cc1,0.5,2.8%,0.8%,-2.5%,25.6%,3.1%,1.2%,50.0%[activator],2.8%
Cc1occc1C(=O)NNC(=O)c1nn(C)c(=O)c2ccccc12,-3.0,8.2%,-3.7%,-5.6%,15.6%,-2.4%,9.9%,61.1%[activator],2.4%
CN(C)CCCN(C(=O)c1ccc(S(=O)(=O)N(C)C2CCCCC2)cc1)c1nc2ccc(Br)cc2s1,-3.3,11.4%,1.2%,-7.7%,15.8%,-2.8%,-14.7%,-13.0%,-1.4%
COc1cccc(NC(=O)Cn2c3ccc(F)cc3c3nc4n(c(=O)c32)CCS4)c1,-1.4,-4.3%,4.9%,-14.5%,22.0%,-9.2%,-6.6%,50.0%[activator],12.1%
CCCn1c(N)c(N(CCOC)C(=O)CCC2CCCCC2)c(=O)[nH]c1=O,-5.9,6.1%,-2.3%,-7.8%,9.4%,i,4.5%,26.6%,3.3%
COc1cccc(N(CC(=O)NCCSCc2ccco2)S(=O)(=O)c2ccccc2)c1,-0.1,-0.7%,?,-7.4%,8.0%,-4.1%,22.3%,-4.4%,2.0%
COC(=O)c1nonc1NCn1nnc2ccccc21,0.5,0.0%,8.7%,-16.1%,-9.1%,i,1.7%,39.0%,-0.1%
CCOc1ccc2[nH]c(=O)c(CN(Cc3ccccc3OC)C(=O)c3ccccc3)cc2c1,3.4,3.5%,2.1%,-15.6%,7.7%[11.4 µM],1.4%,0.8%,15.5%,15.7%[57.1 µM]
CCCCS(=O)(=O)Nc1ccc2ncn(C)c(=O)c2c1,4.6,2.7%,1.8%,-17.6%,-9.0%,.,2.2%,20.9%,34.6%[activator]
COCCNc1ncnc2c1cnn2-c1cc(Cl)ccc1C,-0.1,-6.6%,-1.5%,-19.9%,24.4%[57.1 µM],-2.6%,14.7%,31.1%,7.2%[57.1 µM]
CN(C(=O)c1ccccc1)c1ccc(OCC(=O)NC2CCS(=O)(=O)C2)cc1 (centres undefined),0.8,6.2%,3.2%,19.3%,7.4%,2.1%[11.5 µM],-0.1%,20.8%,4.4%
CCN(CC)C(=O)CSc1nnc(-c2ccc(F)cc2)n1N,-6.9,14.2%,-10.5%,-7.0%,20.1%[57.1 µM],i,7.8%,6.8%,15.0%[57.1 µM]
COc1ccc(C2=NS(=O)(=O)N(C)C(C(=O)NC3CCCCC3)=C2)cc1,-5.4,-0.3%,-3.1%,0.4%,-1.4%[57.1 µM],-0.3%,-4.8%,22.7%,-6.0%[57.1 µM]

# Grouped by structure, the compounds so far containing an aryl thioether with sulfur outside any ring
SMILES,PI4K2A inh,GLS inhibitor,Pin1 inhibitor,USP1-UAF1 inh,rTrxR1 inhibitor,Tb PGK inh,mIDH1 inhibitor,HP1b binding inh,TrxR1 substrate
CSc1ccc(C2c3c(oc4cc(C)cc(C)c4c3=O)C(=O)N2CCO)cc1 (centres undefined),-1.4,-2.9%,?,8.4%,-1.9%,.,.,15.4%,1.2%
O=C(O)CCSc1ccc([N+](=O)[O-])cc1[N+](=O)[O-],11.8,-7.6%,-1.3%,-16.4%,70.8µM*,-8.1%,8.1%,12.6%,-2.7%
Cc1cccc(-c2nnc(SCC(=O)c3ccc(O)cc3O)n2C)c1,-1.0,18.1%,17.9%,-14.8%,8.3%,-0.1%,9.8%,29.1%,0.0%
O=C(CSc1nccc(=O)[nH]1)NCc1ccc(Cl)cc1,0.5,2.8%,0.8%,-2.5%,25.6%,3.1%,1.2%,50.0%[activator],2.8%
CCN(CC)C(=O)CSc1nnc(-c2ccc(F)cc2)n1N,-6.9,14.2%,-10.5%,-7.0%,20.1%[57.1 µM],i,7.8%,6.8%,15.0%[57.1 µM]
